Efflux pump inh: blocks antifungal efflux pumps in multiplex yeast assay; S. cerevisiae Candida pump triplex, Nile Red efflux; inhibition, % at 10 µM; hit rate 0.44% among 330,000;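 active = plate passing quality check with inhibition over a set limit, or well fluorescence over plate mean plus 4 SD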;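 note: Nile Red retained in pooled yeast measured as flow cytometry median fluorescence; 0% = buffer negative control and 100% = Enniatin B positive control; higher means more Nile Red kept so more efflux inhibition; some compounds called inactive have numbers as strong as hits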
ZTA DNA inh: blocks Epstein-Barr virus ZTA, an EBNA-1 counter-screen | ZTA-DNA binding, fluorescence polarization | inhibition, % at 11 µM | P03206 | AID 2234 | hit rate 0.15% among 320,000; in the data active = inhibition above about 33%
Target sequence (P03206 whole entry, looked up): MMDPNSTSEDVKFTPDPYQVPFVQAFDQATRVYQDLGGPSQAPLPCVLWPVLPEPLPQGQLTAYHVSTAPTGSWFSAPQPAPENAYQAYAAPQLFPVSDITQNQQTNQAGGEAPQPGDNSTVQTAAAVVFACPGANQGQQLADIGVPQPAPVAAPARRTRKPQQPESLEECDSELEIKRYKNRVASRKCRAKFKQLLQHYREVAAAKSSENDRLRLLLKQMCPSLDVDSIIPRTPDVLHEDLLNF
Yeast superoxide: yeast age-related superoxide inhibition as caloric restriction mimetic. superoxide response (% of plate mean), % at 10 µM. hit rate 0.18% among 330,000. S. cerevisiae aged cells, superoxide DHE fluorescence; hits give low values;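 active = superoxide response under a set limit, about three screen SD below normal, cut at about 65% in these data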;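 note: yeast aged for seven days with compound at 30 °C before DHE staining; 100% = average MFI of all compound-treated wells on the plate with controls excluded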
EBNA-1 inh: blocks EBNA-1 binding to DNA | EBNA-1 DNA binding, fluorescence polarization | inhibition, % at 14.8 µM | hit rate 0.34% among 300,000 | AID 1950; in the data active = inhibition above about 28%
MEX-5 binding: C. elegans MEX-5 TCR-2 RNA binding activity; Q9XUB2; MEX-5/FITC-TCR2 RNA binding, fluorescence polarization; hits give low values; activity score (negative = inhibition of binding), % at 10 µM; hit rate 0.38% among 300,000;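 active = inhibition past about -25% in most replicates, and total fluorescence under double the plate's negative control median, limit read from the data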;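 note: 0% = DMSO and -100% = 5 µM competing unlabeled TCR2 RNA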
Target sequence (Q9XUB2 whole entry, looked up): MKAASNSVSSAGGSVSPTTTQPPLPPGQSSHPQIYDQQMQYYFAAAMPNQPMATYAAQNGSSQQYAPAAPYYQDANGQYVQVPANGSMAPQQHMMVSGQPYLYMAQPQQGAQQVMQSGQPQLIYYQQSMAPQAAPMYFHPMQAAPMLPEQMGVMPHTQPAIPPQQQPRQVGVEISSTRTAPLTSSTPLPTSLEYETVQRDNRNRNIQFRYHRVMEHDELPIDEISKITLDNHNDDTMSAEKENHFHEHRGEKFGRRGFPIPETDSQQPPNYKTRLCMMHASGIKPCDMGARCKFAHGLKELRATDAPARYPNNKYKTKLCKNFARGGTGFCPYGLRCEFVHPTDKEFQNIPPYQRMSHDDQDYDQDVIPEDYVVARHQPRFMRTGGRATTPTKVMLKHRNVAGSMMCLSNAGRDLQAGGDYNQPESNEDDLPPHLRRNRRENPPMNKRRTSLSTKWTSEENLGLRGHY
GLD-1 TGE inh: GLD-1-TGE RNA interaction inhibition (C. elegans). Q17339. purified GLD-1 + fluorescein TGE RNA, fluorescence polarization. inhibition, % at 5.96 µM. hit rate 0.44% among 320,000. AID 2280;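 active = percent inhibition above a per-plate cutoff, the plate mean of test compounds plus 3 SD, cut at about 30% in these data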;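 note: 0% = DMSO wells with GLD-1 and probe and 100% = wells lacking GLD-1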
MCL1-BIM inh: inhibitors of human MCL1 binding to BIM-BH3 peptide | GST-MCL1 / FITC-Bim-BH3 fluorescence polarization | inhibition, % at 10.9 µM | hit rate 0.68% among 320,000;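 active = inhibition above the mean inhibition of all tested compounds plus 3 SD, set per campaign, cut at about 40% in these data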;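 note: 0% = DMSO wells and 100% = unlabeled Bim-BH3 peptide control; higher means more loss of mP so more displacement of Bim peptide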
Bcl-xL primary: inhibitors of human Bcl-xL; GST-Bcl-xL / FITC-Bim BH3 peptide fluorescence polarization; inhibition, % at 10.9 µM; AID 2129; hit rate 0.7% among 320,000;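 active = inhibition above the mean of all tested compounds plus 3 SD, cutoff set per campaign, cut at about 30% in these data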;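 note: 0% = DMSO wells and 100% = unlabeled Bim-BH3 peptide competitor; inhibitors lower millipolarization by displacing the labeled peptide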
Target sequence (Q07817 whole entry, looked up): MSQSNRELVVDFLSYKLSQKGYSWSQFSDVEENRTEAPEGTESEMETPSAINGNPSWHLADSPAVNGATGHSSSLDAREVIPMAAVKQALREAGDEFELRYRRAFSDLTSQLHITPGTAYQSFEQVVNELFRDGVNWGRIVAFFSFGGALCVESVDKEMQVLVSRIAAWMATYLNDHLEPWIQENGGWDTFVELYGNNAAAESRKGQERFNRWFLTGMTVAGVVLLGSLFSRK
Fam108B counter: Fam108B inhibition, counter-screen for RBBP9 inhibitors; recombinant Fam108B, FP-Rh probe fluorescence polarization; inhibition, % at 9.51 µM; hit rate 0.33% among 300,000; AID 1947;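 active = inhibition above the screen mean inhibition plus 3 SD, computed separately per campaign, cut at about 18% in these data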;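 note: inhibitors lower polarization as less probe binds the enzyme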
Starred values were filed as active, the others as inactive; . = not tested or not shown. Rows are unselected. About 2.3% of those tested had a hit in this group.

Order of values: MEX-5 binding, Bcl-xL primary, Fam108B counter, EBNA-1 inh, Yeast superoxide, Efflux pump inh, GLD-1 TGE inh, ZTA DNA inh, MCL1-BIM inh
Cc1cc2c(ccc3[nH]onc32)n1
  -0.5, 10, 11, 0, 112, 0.1, 9, -3, 10
COc1ccc2cc(CN(CC3COCCO3)S(=O)(=O)c3ccc(Cl)cc3)c(=O)[nH]c2c1 (configuration not stated)
  -2.1, -2, -12, -5, 100, 0.0, 4, 12, 5
COc1ccc(C(=O)NC(=S)NC2CCSC2=O)cc1 (configuration not stated)
  -2.6, 9, 0, 7, 91, 0.0, 6, 1, 6
Cc1onc(-c2ccccc2Cl)c1C(=O)Nc1nnc(-c2ccc(Cl)cc2Cl)s1
  0.3, -1, -10, 6, 112, 0.0, 8, 8, 5
S=c1[nH]nc(-c2cccnc2)n1/N=C/c1ccco1
  1.2, -19, 0, -14, 123, -0.1, 4, -5, -5
Cc1no[n+]([O-])c1COc1cccc(/C=N/Nc2nncn2N)c1
  2.6, 4, 8, 3, 103, -0.1, -1, 2, 7
NC(=O)c1nsc(C(=O)N(CC(=O)NCc2ccc3c(c2)OCO3)C2CCCC2)c1N
  1.2, -2, -3, -6, 119, 0.1, 1, -2, 1
N#Cc1ccccc1OCCCNC1CCCC1
  0.0, 5, 2, 1, 104, 0.1, 4, 3, 5
CCCCN1C(C(=O)Nc2ncccn2)=C(O)c2ccccc2S1(=O)=O
  0.7, 1, -3, 6, 111, 0.2, -1, 0, 5
O=C(CN1C(=O)NC2(CCCCCC2)C1=O)Nc1ccc2c(c1)CCC2
  0.3, 2, -3, -2, 98, 0.1, -8, 1, -7
CCN(CC)C(=O)C1CCCN(c2ccc([N+](=O)[O-])cc2[N+](=O)[O-])C1 (configuration not stated)
  4.5, -5, -3, -13, 112, 0.1, -1, -4, -7
O=C(Nc1ccccn1)c1ccc(S(=O)(=O)c2ccc(Cl)cc2)cc1
  -0.5, 6, -2, -5, 96, -0.4, -3, -2, 6
COc1ccc(CN2CCNC(=O)C2CC(=O)N(C)Cc2ccccn2)cc1OC (configuration not stated)
  0.4, 11, 3, 2, 83, 0.0, 8, 17, 14
CCCn1nc(NC(=O)CC(C)C)c2cc3cccc(C)c3nc21
  -1.6, -2, -5, 9, 94, 0.1, -4, 8, -6
CCn1c2ccccc2c2cc(NC(=O)C/C(C)=N/NC(=O)c3ccccc3N)ccc21
  0.8, 3, 8, -1, 110, 0.1, 6, -6, 3
Cc1ccc(NC(=O)CCl)c(C)c1
  0.0, 0, 0, -4, 78, -0.1, 4, -14, 3
COc1ccc(C(=O)NCCNc2ccc([N+](=O)[O-])cc2)cc1
  0.8, -2, 1, -9, 88, -0.2, 4, -9, -2
CC(C(=O)Nc1ccc(S(=O)(=O)N2CCOCC2)cc1)N1CCN(c2ccccn2)CC1 (configuration not stated)
  2.3, 0, 0, -9, 86, 0.1, 0, -4, -1
CC[C@H](C)[C@@H](CNC)NC[C@@H](Cc1ccc(O)cc1)NCC(C)(C)C
  -1.3, 3, -1, 4, 90, -0.2, 2, -4, 9
CC(=O)Nc1ccc(NC(=O)c2ccc(-n3c(C)ccc3C)cc2)cc1
  0.2, 4, -2, 5, 86, -0.2, 4, -4, 9

The last two records of the section above open the next one.
Order of values: MEX-5 binding, Bcl-xL primary, Fam108B counter, EBNA-1 inh, Yeast superoxide, Efflux pump inh, GLD-1 TGE inh, ZTA DNA inh, MCL1-BIM inh
CC[C@H](C)[C@@H](CNC)NC[C@@H](Cc1ccc(O)cc1)NCC(C)(C)C
  -1.3, 3, -1, 4, 90, -0.2, 2, -4, 9
CC(=O)Nc1ccc(NC(=O)c2ccc(-n3c(C)ccc3C)cc2)cc1
  0.2, 4, -2, 5, 86, -0.2, 4, -4, 9
Cc1ccc(NS(=O)(=O)c2ccc3c(c2)N(C)CCO3)cc1
  3.4, 6, -3, -6, 120, 0.0, 0, 16, 3
CCCn1c(=O)n(C)c(=O)c2c(SC(C)C(=O)NCC3CCCO3)nc(CC(C)C)nc21 (configuration not stated)
  2.4, -5, 4, 21, 93, 0.0, 1, -17, -9
COc1cc(NC(=O)COc2ccc(F)cc2)nc(OC)n1
  -2.7, -1, -3, 5, 111, 0.1, 5, 2, 0
CCOc1cc(C2NC(=O)CCC2[N+](=O)[O-])cc(Br)c1OCC (configuration not stated)
  1.9, 1, -8, 3, 97, -0.1, 2, 15, -7
CCCCN1C2CCCC1CC(NC(=O)c1cccc(OC)c1)C2 (configuration not stated)
  1.8, 3, -2, -6, 93, -0.1, 1, 0, -1
COC(=O)c1ccc(COC(=O)CNC(=O)CNC(=O)c2ccc(OC)cc2)cc1
  -3.5, 3, 1, 7, 107, 0.0, 0, -2, -5
COc1ccc(CNC(=O)C2=C(C)C(=O)OC23CCC(C)CC3)cc1 (configuration not stated)
  1.0, 7, 2, 6, 90, 0.0, -1, -8, 6
Cc1cc(C)c2c(n1)nn1c(NCCCN(C)C)cc(C)nc21
  2.0, 4, -3, 3, 102, 0.0, -4, -8, 6
CN(C(=O)c1ccc2nccnc2c1)C1CCCCC1
  0.1, 9, 0, -2, 99, 0.0, 1, 8, 4
COc1ccc(/C(C)=N/Nc2nc3ccccc3nc2C)cc1
  -14, 2, 2, 0, 95, -0.1, 3, -8, -1
CCN(CC(=O)Nc1c(F)cccc1F)C(=O)c1ccc(C2SCCS2)cc1
  -1.7, 3, -4, 4, 86, 0.0, 7, 5, 3
CCOc1ncccc1C(=O)N(CC)CC(=O)Nc1ccc(NC(C)=O)cc1
  0.3, 10, 7, -5, 101, 0.4, 10, -4, 13
CCN(C(=O)Cn1cnc2c1c(=O)n(C)c(=O)n2C)C1CCCCC1
  ., 3, ., ., 107, 0.1, 1, -4, 2
CN1CCc2c(sc(N)c2C(=O)c2ccc(Cl)cc2)C1
  2.9, 6, -7, -10, 96, 0.1, -28, 4, -1
COc1ccc(C2=NN(C(=O)CSc3ncccn3)C(c3ccc(C)cc3)C2)cc1 (configuration not stated)
  2.8, 6, -4, 10, 98, 0.5, 8, 14, 12
CC1=NN(c2ccc(C(=O)OC(C)C)cc2)C(=O)/C1=C\C=C\c1ccco1
  0.3, 6, 11, 10, 94, 0.0, 1, 18, 7
O=[N+]([O-])/C=C1\CCCCCN1
  -2.4, 1, -1, -4, 109, 0.2, 4, -8, -2
C/C(=N/O)c1c(O)c(C)c(-c2ccccc2)n(-c2ccccc2)c1=O
  -0.5, 0, -2, -8, 91, 0.0, 5, -27, 6
c1ccc(CO/N=C(\c2ccc(C3CC3)nc2)C2CC2)cc1
  -1.0, 0, 3, 10, 83, 0.0, 4, 17, 4
CS(=O)(=O)c1ccc(Cl)c(NC(=O)COC(=O)C23CC4CC(CC(C4)C2)C3)c1
  ., -4, ., ., 100, 0.1, 4, -4, 0
Nc1n[nH]c(-c2ccc(Br)cc2)c1Cl
  1.2, 4, 0, -11, 83, 0.0, 1, 1, 4
O=C1CCC(C(=O)Nc2cccc(Oc3ccccc3)c2)=NN1
  -0.7, 4, 3, 2, 126, -0.2, -1, 12, 1
Cc1nc(CC(C)C)cc(C(=O)N2CCCC(Nc3ccc(C)c(C)c3)C2)n1 (configuration not stated)
  1.2, 5, -2, -3, 103, 0.0, 6, -6, 1
Cc1cccc(OCC(=O)N(Cc2ccco2)c2c(N)n(Cc3ccccc3)c(=O)[nH]c2=O)c1
  ., -3, ., ., 104, 0.2, 7, 0, 0
CCOc1nc(Oc2cccc(C(=O)O)c2)nc(Oc2cccc(C(=O)O)c2)n1
  -1.5, 3, -2, -5, 117, 0.0, 8, -1, 4
CC(C)(C)c1ccc2c(c1)N(CC(=O)N1CCCC1)C(=O)CO2
  3.0, 4, -2, 6, 96, 0.1, -4, -14, -8
O=C1N/C(=C\c2ccccc2)c2ccccc21
  -0.1, 0, 1, 4, 122, -0.1, -7, 7, 6
COc1ccc(C(=O)N2CCC(C(=O)NCc3ccccn3)CC2)cc1
  1.9, 2, -3, -2, 89, 0.0, 3, -7, 5

Among those listed so far, these contain an aryl methoxy group.
Order of values: MEX-5 binding, Bcl-xL primary, Fam108B counter, EBNA-1 inh, Yeast superoxide, Efflux pump inh, GLD-1 TGE inh, ZTA DNA inh, MCL1-BIM inh
COc1ccc2cc(CN(CC3COCCO3)S(=O)(=O)c3ccc(Cl)cc3)c(=O)[nH]c2c1 (configuration not stated)
  -2.1, -2, -12, -5, 100, 0.0, 4, 12, 5
COc1ccc(C(=O)NC(=S)NC2CCSC2=O)cc1 (configuration not stated)
  -2.6, 9, 0, 7, 91, 0.0, 6, 1, 6
COc1ccc(CN2CCNC(=O)C2CC(=O)N(C)Cc2ccccn2)cc1OC (configuration not stated)
  0.4, 11, 3, 2, 83, 0.0, 8, 17, 14
COc1ccc(C(=O)NCCNc2ccc([N+](=O)[O-])cc2)cc1
  0.8, -2, 1, -9, 88, -0.2, 4, -9, -2
COc1cc(NC(=O)COc2ccc(F)cc2)nc(OC)n1
  -2.7, -1, -3, 5, 111, 0.1, 5, 2, 0
CCCCN1C2CCCC1CC(NC(=O)c1cccc(OC)c1)C2 (configuration not stated)
  1.8, 3, -2, -6, 93, -0.1, 1, 0, -1
COC(=O)c1ccc(COC(=O)CNC(=O)CNC(=O)c2ccc(OC)cc2)cc1
  -3.5, 3, 1, 7, 107, 0.0, 0, -2, -5
COc1ccc(CNC(=O)C2=C(C)C(=O)OC23CCC(C)CC3)cc1 (configuration not stated)
  1.0, 7, 2, 6, 90, 0.0, -1, -8, 6
COc1ccc(/C(C)=N/Nc2nc3ccccc3nc2C)cc1
  -14, 2, 2, 0, 95, -0.1, 3, -8, -1
COc1ccc(C2=NN(C(=O)CSc3ncccn3)C(c3ccc(C)cc3)C2)cc1 (configuration not stated)
  2.8, 6, -4, 10, 98, 0.5, 8, 14, 12
COc1ccc(C(=O)N2CCC(C(=O)NCc3ccccn3)CC2)cc1
  1.9, 2, -3, -2, 89, 0.0, 3, -7, 5

Screening data (PubChem BioAssay)
